EBI2 antag – antagonists of human EBI2 receptor | P32249 | EBI2 beta-arrestin recruitment, luminescence, 7a,25-OHC stimulated | inhibition, % at 5 µM | actives 0.81% (n = 360,000); in the data active means inhibition above about 38%;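 further: enzyme fragment complementation signal reports receptor beta-arrestin coupling in cells; 0% = agonist plus DMSO wells and 100% = wells without agonist; some results beyond the cut were filed as inactive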
CXCR6 inh – CXCR6 (human) receptor inhibition; O00574; CHO-K1 PathHunter CXCR6 beta-arrestin, luminescence; inhibition, % at 20 µM; actives 0.36% (n = 360,000); in the data active means inhibition above about 34%, passing the limit was not always enough;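 further: antagonist mode with CXCL16 agonist at 10 nM final; 0% = 10 nM CXCL16 with DMSO and 100% = unstimulated wells without agonist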
Target sequence (O00574 whole entry, looked up): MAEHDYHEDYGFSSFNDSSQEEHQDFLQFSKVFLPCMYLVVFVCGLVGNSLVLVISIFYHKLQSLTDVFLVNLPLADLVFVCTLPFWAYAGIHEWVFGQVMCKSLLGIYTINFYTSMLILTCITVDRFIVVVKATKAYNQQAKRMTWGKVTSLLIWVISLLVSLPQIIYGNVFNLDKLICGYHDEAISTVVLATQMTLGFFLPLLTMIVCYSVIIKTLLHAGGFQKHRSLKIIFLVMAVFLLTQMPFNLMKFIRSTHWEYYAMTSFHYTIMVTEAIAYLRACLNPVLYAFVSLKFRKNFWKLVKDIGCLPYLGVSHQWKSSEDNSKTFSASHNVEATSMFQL
CCR6 antag – blocks CCL20-driven beta-arrestin recruitment at human CCR6 | inhibition, % at 20 µM | P51684 | actives 0.49% (n = 340,000) | CHO-K1 CCR6 PathHunter beta-arrestin, luminescence, CCL20-stimulated;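 active means compounds whose inhibition of the agonist-driven luminescence signal at 20 µM reaches about 50%, limit read from the data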;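 further: cells stimulated with CCL20 at 14 nM final; plate controls were DMSO with CCL20 for no effect and DMSO without agonist for full effect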
* hit, by the source's call. Some of the compounds tested; count on the stated rates, not on these rows.

nr	EBI2 antag	CXCR6 inh	compound	CCR6 antag
1	4	-1	Nc1nc(CCOc2ccc(F)cc2)cs1	9
2	1	10	COc1ccc(S(=O)(=O)N2CCc3ccccc32)cc1C(=O)Nc1cc(S(C)(=O)=O)ccc1Cl	-3
3	6	10	COc1cc(C(C)=O)ccc1OCC(=O)Nc1cc(S(=O)(=O)N2CCOCC2)ccc1N1CCCC1	12
4	-5	5	CC1(C)CC(=O)C(C=NCCN2CCN(C(=O)CC3CCCC3)CC2)=C(O)C1	6
5	-2	-14	O=c1cc(N=Nc2ccc(Cl)cc2)[nH]c(=O)[nH]1	-7
6	2	5	CCOc1cc(N2CCOCC2)c(OCC)cc1NC(=O)CN1C(=O)NC(C)(c2ccc(OC)cc2)C1=O (stereo not given)	5
7	-23	9	COc1ccc(-c2cc(C(=O)N(C)CC(=O)Nc3ccccc3C(F)(F)F)c3ccccc3n2)cc1OC	-4
8	-9	0	C[C@@H]1CCCCCCCCCCC1=O	3
9	0	-3	CCN(c1ccccc1)S(=O)(=O)c1ccc(OCC(F)(F)F)c(NC(=O)c2ccc(=O)[nH]c2)c1	21
10	-18	-6	Cc1cccc(NS(=O)(=O)c2ccc(C)c(C(=O)NC3CCN(Cc4ccccc4)CC3)c2)c1	4
11	5	12	Cc1ccc(-n2nc(-c3ccco3)cc2C(=O)O)c(C)c1	5
12	3	8	CCCN(CC(=O)Nc1ccc(F)c(F)c1F)C(=O)Cc1ccc(OC)c(S(=O)(=O)N2CCOCC2)c1	4

Reformatted: entries from further up.
6: CCOc1cc(N2CCOCC2)c(OCC)cc1NC(=O)CN1C(=O)NC(C)(c2ccc(OC)cc2)C1=O (stereo not given)
  EBI2 antag: 2	CXCR6 inh: 5	CCR6 antag: 5
7: COc1ccc(-c2cc(C(=O)N(C)CC(=O)Nc3ccccc3C(F)(F)F)c3ccccc3n2)cc1OC
  EBI2 antag: -23	CXCR6 inh: 9	CCR6 antag: -4

Record cards (already shown):
COc1ccc(-c2cc(C(=O)N(C)CC(=O)Nc3ccccc3C(F)(F)F)c3ccccc3n2)cc1OC reads EBI2 antag = -23; CXCR6 inh = 9; CCR6 antag = -4
CCOc1cc(N2CCOCC2)c(OCC)cc1NC(=O)CN1C(=O)NC(C)(c2ccc(OC)cc2)C1=O (stereo not given) reads EBI2 antag = 2; CXCR6 inh = 5; CCR6 antag = 5
C[C@@H]1CCCCCCCCCCC1=O reads EBI2 antag = -9; CXCR6 inh = 0; CCR6 antag = 3

Assay outcomes from PubChem BioAssay.
